Screening data: PubChem BioAssay, several laboratories
TPT1 inh = Candida albicans TPT1 enzyme inhibitors, primary screen, biochemical, fluorescence polarization. recombinant caTPT1, FP RNA substrate dephosphorylation. 0.81% of 300,000 active. inhibition, % at 5 µM. tRNA 2'-phosphotransferase TPT1 (Candida albicans SC5314). AID 1962, 2009;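 active = inhibition above the mean of all tested compounds plus 3 SD, set per screening campaign, cut at about 24% in these data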;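 also: plate controls were DMSO alone for no effect and ferristatin control at 100 nM for full effect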
PP5 primary = PP5 phosphatase inhibitors, primary screen, biochemical, fluorescence; 0.18% of 320,000 active; inhibition, % at 6.7 µM; purified PP5c, OMFP substrate fluorescence; Serine/threonine-protein phosphatase 5 (Homo sapiens), P53041;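 active = inhibition above the campaign's mean inhibition across all tested compounds plus 3 SD, cut at about 9.5% in these data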;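 also: 0% = DMSO only and 100% = 100 µM cantharidin control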
EBNA-1 inhibitor = EBNA-1 DNA-binding inhibitors, primary screen, biochemical, fluorescence polarization | inhibition, % at 14.8 µM | 0.34% of 300,000 active; in the data active = inhibition above about 28%
Fh CTSL1 inh = Fasciola hepatica cathepsin L1 inhibitors, primary screen, counter-screen for PFM18AAP inhibitor project, biochemical, QFRET, fluorogenic peptide substrate; recombinant F. hepatica cathepsin L1, Z-Leu-Arg-MCA fluorescence; inhibition, % at 5.96 µM; 0.49% of 300,000 active; AID 1906, 2009;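 active = inhibition above the mean of all tested compounds plus 3 SD, set per screening campaign, cut at about 17% in these data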;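 also: 0% = plate median of test compound wells and 100% = 1 µM Z-Phe-Ala-diazomethylketone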
CR mimetic SO = reduction of superoxide in aged yeast, primary screen, HTS | AID 2690, 2010 | S. cerevisiae aged cells, superoxide DHE fluorescence; stronger effect = lower value | 0.18% of 330,000 active | superoxide response (% of plate mean), % at 10 µM;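 active = superoxide response under a set limit, about three screen SD below normal, cut at about 65% in these data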;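 also: yeast aged for seven days with compound at 30 °C before DHE staining; 100% = average MFI of all compound-treated wells on the plate with controls excluded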
GASC-1 inh = inhibitors of GASC-1 histone demethylase, primary screen, biochemical, fluorescence, DELFIA europium. GST-JMJD2C(1-420) H3K9me3 demethylation. inhibition, % at 2.35 µM. 0.069% of 330,000 active;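 active = more than half of a compound's replicate wells show inhibition beyond 50%, single wells judged on their own value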;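 also: signal counts dimethyl H3K9 product captured on neutravidin plate; 0% = median of DMSO wells and 100% = 0.3 times that DMSO median; strong numbers were not always called active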
Target sequence (Q9H3R0 1-420 limits assumed): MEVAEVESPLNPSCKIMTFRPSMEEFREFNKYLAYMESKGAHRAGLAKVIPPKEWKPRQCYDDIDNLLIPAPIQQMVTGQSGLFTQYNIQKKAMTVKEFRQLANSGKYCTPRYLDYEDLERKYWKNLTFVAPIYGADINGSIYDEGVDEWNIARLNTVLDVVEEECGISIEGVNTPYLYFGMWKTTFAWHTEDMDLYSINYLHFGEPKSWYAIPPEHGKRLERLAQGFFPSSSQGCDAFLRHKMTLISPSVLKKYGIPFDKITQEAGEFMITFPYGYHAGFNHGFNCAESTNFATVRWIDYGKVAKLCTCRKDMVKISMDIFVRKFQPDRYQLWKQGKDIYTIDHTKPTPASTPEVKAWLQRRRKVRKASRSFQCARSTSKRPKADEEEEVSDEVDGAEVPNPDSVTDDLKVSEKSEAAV
ZTA DNA inh = blocks Epstein-Barr virus ZTA, an EBNA-1 counter-screen; P03206; 0.15% of 320,000 active; ZTA-DNA binding, fluorescence polarization; inhibition, % at 11 µM; in the data active = inhibition above about 33%
Target sequence (P03206 whole entry, looked up): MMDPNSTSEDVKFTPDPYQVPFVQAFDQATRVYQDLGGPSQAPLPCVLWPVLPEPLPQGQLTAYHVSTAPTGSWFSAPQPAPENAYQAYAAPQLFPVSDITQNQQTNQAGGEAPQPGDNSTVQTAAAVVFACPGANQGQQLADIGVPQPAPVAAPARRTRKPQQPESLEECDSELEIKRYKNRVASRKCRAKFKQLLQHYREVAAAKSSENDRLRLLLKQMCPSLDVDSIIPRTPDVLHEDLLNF
core dimer inh = inhibitors of HCV core protein dimerization, primary screen, biochemical, TR-FRET, high-throughput | TR-FRET GST/Flag-core106 dimerization, 1536-well | inhibition, % at 5 µM | 0.33% of 300,000 active;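 active = inhibition above the mean of all tested compounds plus 3 SD, set per screening campaign, cut at about 45% in these data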
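Assay system – GST-tagged and Flag-tagged HCV core protein residues 1-106 · Quantity – core106 proteins, GST 13.5 nM and Flag 17 nM · Benchmarks – unlabelled core106 and no-GST-core106 wells · Read-out basis – percent inhibition of core106 dimerization signal · Detection – time-resolved FRET, ex 340 nm, em 617 and 671 nm · Schedule – 4 h at 22.5 °C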
PP1 inh = PP1-alpha phosphatase inhibitors, primary screen, counter-screen for PP5 inhibitor project, biochemical, fluorescence, OMFP substrate, single point; 0.9% of 320,000 active; AID 2235, 2010; purified PP1alpha; inhibition, % at 6.7 µM; Serine/threonine-protein phosphatase PP1-alpha catalytic subunit (Homo sapiens), P62136;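 active = inhibition above the mean inhibition of all tested compounds plus 3 SD, computed separately for each screening campaign, cut at about 15% in these data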
Target sequence (P62136 whole entry, looked up): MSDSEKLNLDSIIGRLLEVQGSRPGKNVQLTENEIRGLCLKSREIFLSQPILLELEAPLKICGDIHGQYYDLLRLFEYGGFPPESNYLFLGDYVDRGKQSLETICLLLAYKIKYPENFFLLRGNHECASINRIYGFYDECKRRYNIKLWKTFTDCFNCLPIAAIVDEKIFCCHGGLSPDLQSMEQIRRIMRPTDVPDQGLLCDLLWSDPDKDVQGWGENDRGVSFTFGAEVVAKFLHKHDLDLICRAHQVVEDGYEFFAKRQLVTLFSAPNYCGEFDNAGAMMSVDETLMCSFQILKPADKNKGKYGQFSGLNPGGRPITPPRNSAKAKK
Numbers without * were called inactive; . = no result given.

SMILES | TPT1 inh | PP5 primary | EBNA-1 inhibitor | Fh CTSL1 inh | CR mimetic SO | GASC-1 inh | ZTA DNA inh | core dimer inh | PP1 inh
NC(=O)[C@H]1CC2(CC(c3cccc(NC(=O)CC(c4ccccc4)c4ccccc4)c3)=NO2)CN1C(=O)C(c1ccccc1)c1ccccc1 (some centres not stated) | -3 | 2.7 | 4 | -6 | 87 | -11 | -5 | 42 | 17*
CC(=O)NC(=O)Nc1sc(=S)n(C)c1C | -12 | -7.2 | -3 | 4 | 93 | -1 | -17 | -4 | -3
COC(=O)C(N)CCCCN (configuration not stated) | 0 | 1.0 | -4 | -4 | 131 | 6 | 16 | -5 | -9
O=C(COc1ccc(Cl)cc1Cl)NN=C1c2ccccc2-c2ccccc21 | 5 | 2.7 | 2 | 0 | 97 | 7 | 8 | -2 | 2
Cc1csc(NC(=O)CN2C(=O)c3ccccc3S2(=O)=O)n1 | -2 | 0.7 | 2 | 2 | 91 | -49 | 4 | -1 | 0
Cc1ccc(NC(=O)CCSc2nnc(C)s2)cc1 | -1 | 0.0 | -6 | 0 | 95 | 2 | -5 | -1 | -5
O=[N+]([O-])c1cc([N+](=O)[O-])c(Oc2cc(F)cc(F)c2F)cc1NN1CCCCC1 | -2 | 3.0 | -5 | 0 | 106 | -17 | 0 | 0 | -6
N#C/C(=C\c1ccc(O)c(O)c1)C(=O)Nc1ccccc1 | 33* | 1.7 | 2 | 5 | 100 | . | 0 | -10 | -4
CC(=O)Nc1ccc(S(=O)(=O)N2CCNC(=O)CC2)cc1 | -7 | -6.4 | -4 | 5 | 106 | 23 | -25 | -2 | -3
Oc1nc(Nc2ccccc2)sc1/C=C1\C=Nc2ccccc21 | 6 | 1.4 | 16 | 5 | 108 | -9 | 17 | -7 | 2
C/C(N)=C(/C#N)C(=O)COC(=O)CNS(=O)(=O)c1ccc2ccccc2c1 | -7 | -0.1 | -6 | -21 | 100 | 5 | -7 | -3 | -5
CSc1nc(C)c2c(n1)N(c1ccc(C(F)(F)F)cc1)CC2 | 3 | 1.5 | 2 | 1 | 94 | 0 | 12 | 2 | -3
CC1=CCC2C(=O)N(c3ccccc3OC(=O)c3ccccc3F)C(=O)C2C1 (configuration not stated) | 6 | 1.4 | -7 | 3 | 103 | 23 | 2 | 4 | 5
Cc1cc(S(=O)(=O)N(Cc2ccc(C(C)(C)C)cc2)Cc2cccs2)ccc1-n1cnnn1 | 1 | 4.9 | 5 | 3 | 100 | -2 | -4 | 8 | 9
O=C(NCCCN1CCOCC1)c1ccc2nc(Cc3cccc(Cl)c3)oc2c1 | -3 | 1.7 | 3 | 2 | 87 | 8 | 1 | -13 | -2
COC(=O)C(CC(C)C)NC(=O)c1cccs1 (configuration not stated) | 3 | -0.5 | 7 | 6 | 90 | . | 8 | -1 | -3
COc1ccc(NC(=O)CN(C)C(=O)CN2C(=O)NC3(CCCCC3)C2=O)cc1 | . | -0.5 | . | . | 91 | -5 | -6 | . | -1
CC(C)CC(=O)c1c[nH]c(C(=O)NCCCN2CCOCC2)c1 | 1 | 2.6 | 0 | -2 | 106 | -5 | -9 | -3 | 3
CC(C)COC(=O)c1cccc2c1-c1ccccc1/C2=N\O | 1 | 4.1 | 0 | 2 | 105 | 20 | -5 | 3 | 6
O=C(NCc1cccnc1)/C(=C/c1ccc(-c2ccc(Cl)cc2)o1)S(=O)(=O)c1ccccc1 | 0 | 2.5 | 1 | 6 | 90 | -7 | -3 | -2 | 9
O=C(Nc1cccc2ncccc12)c1ccc(Cl)cc1 | 4 | 1.1 | 7 | -2 | 101 | -1 | 4 | 0 | -2
O=C(O)/C=C/C(=O)N1CCN(c2ccccc2F)CC1 | -2 | -4.9 | 1 | 2 | 99 | -10 | -10 | -13 | -1
CC(C)c1ccc(OCc2ccc(C(=O)NN3CCN(C)CC3)o2)cc1 | -1 | 2.2 | -8 | -3 | 88 | -7 | -14 | 1 | 1
CCn1cc(C(=O)NCc2ccc3c(c2)OCO3)c(=O)c2cc(F)c(N3CCN(C(=O)c4ccco4)CC3)cc21 | 1 | 3.6 | 2 | 8 | 100 | -8 | -11 | 22 | 5
CC(=O)Nc1csc2ccccc12 | -3 | 4.8 | 6 | -3 | 95 | 132 | -6 | -5 | -2
O=C(N=Nc1c(O)[nH]c2ccccc12)c1cccc(S(=O)(=O)N2CCCCC2)c1 | 3 | 0.8 | 3 | -3 | 92 | 0 | 3 | 5 | -2
COCCNC(=O)CCCCCNS(=O)(=O)c1ccc(C)cc1 | 0 | -0.3 | 9 | -4 | 89 | -4 | 15 | -3 | 1
O=C(O)c1ccc(CSCc2ccccc2Cl)o1 | -2 | -3.3 | 7 | 1 | 107 | -4 | 14 | -3 | 2
CCc1ccccc1NC(=S)Nc1cc(OC)c(NC(=O)C(C)C)cc1OC | -1 | 0.6 | 8 | -3 | 93 | 3 | -16 | -4 | -3
N#Cc1ccc(C(=O)CSc2n[nH]c(=O)n2-c2cccnc2)cc1 | 1 | 0.5 | -9 | -1 | 110 | 6 | -15 | -1 | -5
CCOC(=O)/C(C(C)=O)=C1/OC(=O)c2ccccc21 | 0 | 0.7 | 2 | -1 | 103 | -1 | -20 | 2 | -1
Cc1ccc(C(=O)c2c3ccc([N+](=O)[O-])cc3[n+]([O-])n2CCC(N)=O)cc1 | 9 | 0.7 | -3 | 1 | 78 | -11 | 10 | 13 | -3
C/C(=N/NC(=O)c1cccc(N2CCCC2=O)c1)c1ccncc1 | 0 | -0.4 | 5 | -3 | 117 | -16 | -7 | -3 | -7
CCN1CCN(CCOc2ccccc2OCc2ccccc2)CC1 | 0 | 1.9 | -4 | -3 | 93 | -2 | -3 | -1 | -3
Cc1ncc([N+](=O)[O-])n1CC(=O)Nc1ccc(F)c(F)c1 | 1 | 1.6 | -29 | 0 | 53* | -8 | 0 | -9 | -6
Cc1ccc(CNC(=O)C(=O)NCCC2CCCCN2S(=O)(=O)c2ccccc2)cc1 (configuration not stated) | 1 | -0.5 | -3 | 4 | 94 | -21 | 7 | 7 | 1
O=C(CSc1nccc(=O)[nH]1)Nc1ccc(N2CCOCC2)cc1 | 0 | -2.4 | 3 | 3 | 98 | 4 | 7 | -1 | 3
CCn1ncc(C2=NOC(C(=O)NCc3ccc(Cl)cc3)C2)c1C (configuration not stated) | 1 | -0.2 | -2 | -3 | 105 | -4 | -2 | 0 | -2
C=CCNS(=O)(=O)c1sccc1/C=N/O | -1 | 0.6 | -2 | -5 | 113 | -2 | 4 | 0 | -5
CCN1CCN(C(=O)C2CCN(S(=O)(=O)c3ccc4c(c3)NC(=O)C(C)S4)CC2)CC1 (configuration not stated) | 2 | -5.5 | -7 | 2 | 97 | -30 | 13 | 1 | -1

With a hit mark in TPT1 inh, of those listed so far:
Molecule	TPT1 inh	PP5 primary	EBNA-1 inhibitor	GASC-1 inh	core dimer inh
N#C/C(=C\c1ccc(O)c(O)c1)C(=O)Nc1ccccc1	33*	1.7	2	.	-10

Going on with the list:
SMILES | TPT1 inh | PP5 primary | EBNA-1 inhibitor | Fh CTSL1 inh | CR mimetic SO | GASC-1 inh | ZTA DNA inh | core dimer inh | PP1 inh
COCCCNC(=O)CCc1nc(-c2ccccc2)no1 | -1 | 0.0 | 8 | -2 | 89 | 3 | 7 | -2 | 1
CCN(CC)CCCNC(=O)c1[nH]c(C)c(C(=O)NC2CCCCC2)c1C | 0 | 3.1 | 6 | -2 | 97 | -20 | 10 | 6 | 1
CCCOc1ccc(CNC(=O)c2ccc3nc(N4CCOCC4)sc3c2)cc1 | -1 | 3.3 | -1 | -2 | 113 | -17 | 11 | 1 | -4
CCOC(=O)c1cc(C#N)c(N2CCN(C)CC2)nc1-c1ccccc1 | -6 | 0.3 | 4 | 1 | 101 | 32 | 3 | -1 | 0
FC(F)Oc1ccc(NC(=S)NCc2cccnc2)cc1 | 0 | 0.7 | -1 | 1 | 111 | 5 | -5 | 0 | 2
Cc1ccc(CNC(=O)C2CCCN(S(=O)(=O)c3c(C)noc3C)C2)cc1 (configuration not stated) | -3 | 1.1 | 0 | -3 | 81 | -6 | 5 | -2 | -4
Cc1ccc(S(=O)(=O)NCC(=O)N2CCc3ccccc3C2)cc1 | 1 | 2.2 | -5 | -6 | 108 | -5 | -10 | 1 | 2
CCc1ccc(N2NC(=O)/C(=C/C=C/c3ccco3)C2=O)cc1 | -3 | 4.4 | 12 | -1 | 100 | 0 | -16 | 0 | 4
Cc1ccc(C)c(N2CCN(C(=O)c3ccc(N4CCOCC4)c([N+](=O)[O-])c3)CC2)c1 | 0 | 1.3 | 0 | 6 | 86 | -15 | -2 | -5 | 2
CCOc1ccccc1C(=O)Nc1nnc(SCC(=O)Nc2cc(C)on2)s1 | 2 | 2.1 | 12 | -2 | 90 | -6 | 6 | 7 | -3
Cc1cc(N2CCN(C(=O)c3ccco3)CC2)nc(-c2ccccc2)n1 | -6 | -0.9 | 0 | 4 | 92 | -5 | -6 | 5 | 0
COc1ccc2[nH]c3nc(SCc4nnc(-c5ccccc5)o4)nnc3c2c1 | 1 | 1.2 | 8 | 0 | 114 | 0 | 0 | 5 | 11
Nc1ncnc(Nc2ccc(F)c(Cl)c2)n1 | -1 | 1.3 | -6 | -1 | 106 | -6 | -3 | -2 | -5
CC(C)Oc1ccc(C(=O)NC(=S)Nc2ccc(Cl)c(C(=O)O)c2)cc1 | -3 | 1.3 | 3 | 2 | 111 | -3 | 16 | 0 | -2
Cc1ccc2nc(C3CCN(S(=O)(=O)c4ccc5ccccc5c4)CC3)[nH]c2c1 | -1 | 4.4 | -5 | 2 | 87 | 4 | -3 | 9 | 11
O=C(COc1ccc(Cl)cc1Br)NC1CC1 | . | -0.4 | . | . | 96 | 7 | 8 | . | -8
O=C1c2cccc3c([N+](=O)[O-])c(O)cc(c23)C(=O)N1Nc1ccccc1 | -7 | 0.1 | 7 | 3 | 89 | 10 | -7 | -20 | 3
CCOC(=O)CSC1=C(C#N)C(c2ccccc2F)C(C(C)=O)=C(C)N1 (configuration not stated) | 1 | 1.8 | 2 | -3 | 95 | -2 | -16 | -2 | -3
O=C(C1CCN(S(=O)(=O)N2CCOCC2)CC1)N1CCN(c2ccccc2)CC1 | 2 | 1.3 | 2 | 0 | 98 | 21 | -6 | 1 | -2
Cc1ccc(C)c(NC(=O)c2ccccc2O)c1 | -4 | 1.0 | 5 | 3 | 86 | 7 | -13 | -3 | 1
CCCCNC(=O)c1ccc2c(c1)ncn2C1CCCCC1 | 4 | -1.4 | 5 | 0 | 107 | 4 | 5 | 3 | 1
Cc1ccc(NCc2nnc(SCC(=O)c3ccccc3)o2)c(C)c1 | -2 | 2.0 | 1 | 0 | 106 | -4 | 5 | 7 | 0
CN(C)C(/C=C/Nc1ccc(O)cc1)=C(C#N)C#N | 1 | 2.0 | -4 | 1 | 99 | -2 | -4 | -13 | -1
CCCc1cc(=O)[nH]c(SCC(=O)Nc2cc3c(cc2C(C)=O)OCO3)n1 | 0 | 2.9 | -8 | 3 | 92 | 2 | 11 | -2 | -2
O=C(c1ccc([N+](=O)[O-])cc1[N+](=O)[O-])N1CCCC1 | -2 | -0.9 | -6 | 1 | 109 | -4 | 0 | -4 | -2
